OX1R antag – blocks the human orexin 1 receptor; O43613; 0.43% of 330,000 active; CHO/OX1R cells, Fluo-8 calcium fluorescence, orexin A; inhibition, % at 5 µM;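 active means inhibition above its plate's threshold, mean inhibition of all tested compounds on the plate plus 3 SD, cut at about 37% in these data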;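 further: 0% = orexin A challenge wells and 100% = SB-334867-A antagonist wells; not every result past the cut was called active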
Target sequence (O43613 whole entry, looked up): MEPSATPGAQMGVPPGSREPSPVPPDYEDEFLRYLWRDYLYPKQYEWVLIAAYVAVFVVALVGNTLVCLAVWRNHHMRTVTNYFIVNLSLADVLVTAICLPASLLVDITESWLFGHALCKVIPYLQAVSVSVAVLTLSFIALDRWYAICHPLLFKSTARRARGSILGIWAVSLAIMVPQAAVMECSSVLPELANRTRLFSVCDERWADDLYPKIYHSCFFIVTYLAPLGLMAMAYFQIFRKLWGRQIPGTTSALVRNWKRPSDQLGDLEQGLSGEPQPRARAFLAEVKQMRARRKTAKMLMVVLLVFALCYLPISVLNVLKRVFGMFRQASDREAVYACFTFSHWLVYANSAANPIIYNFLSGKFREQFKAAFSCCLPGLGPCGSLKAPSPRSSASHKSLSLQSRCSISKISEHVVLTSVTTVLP
CHT PAM – allosterically activates the human high affinity choline transporter; B-score at 10 µM; CHT-expressing cells, membrane potential dye, choline EC20; active compounds read high; LV-AA mutant CHT in HEK293 cells; AID 488977; 0.49% of 310,000 active;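 active means initial fluorescence not abnormally high and integrated response B-score, plate-corrected, over 3 SD above library mean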
Target sequence (Q9GZV3 whole entry, looked up): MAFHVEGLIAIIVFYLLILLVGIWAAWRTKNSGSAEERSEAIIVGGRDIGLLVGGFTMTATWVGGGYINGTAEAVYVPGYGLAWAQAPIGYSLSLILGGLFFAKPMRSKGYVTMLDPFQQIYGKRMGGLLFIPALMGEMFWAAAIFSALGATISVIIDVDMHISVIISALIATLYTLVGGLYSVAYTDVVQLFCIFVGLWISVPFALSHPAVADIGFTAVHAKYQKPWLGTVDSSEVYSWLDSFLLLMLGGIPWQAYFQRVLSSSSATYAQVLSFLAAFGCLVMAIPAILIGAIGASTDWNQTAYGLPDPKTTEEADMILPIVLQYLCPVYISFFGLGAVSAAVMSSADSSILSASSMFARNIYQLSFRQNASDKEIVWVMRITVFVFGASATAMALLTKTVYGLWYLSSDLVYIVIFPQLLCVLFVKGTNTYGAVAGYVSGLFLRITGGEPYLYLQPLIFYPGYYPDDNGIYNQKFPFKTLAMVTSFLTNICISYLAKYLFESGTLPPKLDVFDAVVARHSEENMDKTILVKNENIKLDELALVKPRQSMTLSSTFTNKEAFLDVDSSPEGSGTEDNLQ
Numbers without * were called inactive; i = inactive; · = no result given.

SMILES	OX1R antag	CHT PAM
CN1CCN(c2ncnc3c2c(-c2ccccc2)cn3-c2ccc(F)cc2)CC1	6	i
COc1cccc(N2CCN(C(=S)Nc3ccccc3)CC2)c1	-25	i
O=C1c2ccccc2C(=O)N1Cc1cnc(N2CCN(c3ccccc3)CC2)s1	-36	i
O=C1C=C(Nc2cccc(Cl)c2)CC(c2ccco2)C1 (stereo unspecified)	-1	i
Cc1cc(OCC(=O)NCc2ccncc2)c2c(C)c(C)c(=O)oc2c1	-21	i
Cc1ccc(Cn2ncc3c(N4CCOCC4)ncnc32)cc1	-21	i
Cc1cc(C(=O)CSc2nnc(N)s2)c(C)n1-c1c(C)n(C)n(-c2ccccc2)c1=O	-8	i
COc1ccc(/C=N\NC(=O)/C(=C\Nc2nccc(C)n2)NC(=O)c2ccccc2)cc1	-26	i
CCOC(=O)N1CCN(C(=O)Cn2cnc3ccccc3c2=O)CC1	-2	i
CCN(CC(=O)Nc1ccccc1C(F)(F)F)C(=O)c1cc(-c2cccs2)nn1-c1ccccc1	-27	i
CSc1cccc(NC(=S)NCCCO)c1	-26	i
Cc1ccc(C23CC4CC(CC(C(N)=O)(C4)C2)C3)cc1	-11	i
Cc1ccc(NC(=O)C2C(c3ccccc3)C=CC(c3ccccc3)C2C(=O)O)cc1 (stereo unspecified)	-18	i
CCn1ccc(C(=O)Nc2ncc(C)s2)n1	-8	i
Cc1cc(C)n(C(CC(=O)O)C(=O)O)n1 (stereo unspecified)	-2	i

Laid out differently: two of the compounds above.
> Cc1cc(C(=O)CSc2nnc(N)s2)c(C)n1-c1c(C)n(C)n(-c2ccccc2)c1=O
  OX1R antag = -8; CHT PAM = i

> CSc1cccc(NC(=S)NCCCO)c1
  OX1R antag = -26; CHT PAM = i

(listing goes on)
SMILES	OX1R antag	CHT PAM
COc1ccc(S(=O)(=O)NCCN2CCOCC2)c2ccccc12	-14	i
Cn1c(SCC(=O)c2ccc3c(c2)NC(=O)CO3)nc2ccccc21	-16	i
CN(CCC1CCOCC1)C(=O)C1CCC(=O)N(CCc2ccc(Cl)cc2)C1 (stereo unspecified)	-12	i
O=C(CCC1CCCCC1)NC1=NCCS1	-20	i
CCOc1ccccc1N(CC(=O)Nc1ccc(S(=O)(=O)N2CCOCC2)cc1)S(C)(=O)=O	-11	i
O=C(c1ccc(Cl)c(Cl)c1)c1cnc(Nc2ccccc2)s1	-13	i
CCOC(=O)N1CCN(C(=O)CCC(=O)c2ccc(OCC)cc2)CC1	-34	i
COc1cc(NS(=O)(=O)c2ccc(NS(=O)(=O)c3ccc(NC(C)=O)cc3)cc2)nc(OC)n1	10	i
C#CCOCCOCCOCCNc1nc(N2CCN(C(=O)[C@H](CC(N)=O)n3cc(C(N)[C@@H](C)CC)nn3)CC2)nc(N2CCN(C(=O)[C@H](CCC(=O)O)n3cc([C@@H](N)CCCCN)nn3)CC2)n1 (stereo partly specified)	9	·
Cc1ccc(S(=O)(=O)NC(C)(C)C)cc1C(=O)OCC(=O)N1CCCC1=O	-5	i
COc1cccc(CNC(=O)CCC2CCCN(c3cc(C)nc(N(C)C)n3)C2)c1 (stereo unspecified)	-25	i
N#CCCn1cc(C(=O)Nc2cccc(C(=O)O)c2)c(-c2ccc(Cl)cc2)n1	-3	i
COC(=O)CSc1nc(NC#N)nc(NC(C)C)n1	-4	i
CCCCN(C(=O)c1c(-c2ccccc2)noc1C)c1c(N)n(CCC)c(=O)[nH]c1=O	-8	·
COc1ccc(OC)c(Nc2ncnc3c2cnn3-c2cccc(C)c2)c1	21	i

Fetched by compound from the list above (three):
SMILES	OX1R antag	CHT PAM
COc1cc(NS(=O)(=O)c2ccc(NS(=O)(=O)c3ccc(NC(C)=O)cc3)cc2)nc(OC)n1	10	i
CN(CCC1CCOCC1)C(=O)C1CCC(=O)N(CCc2ccc(Cl)cc2)C1 (stereo unspecified)	-12	i
COc1ccc(OC)c(Nc2ncnc3c2cnn3-c2cccc(C)c2)c1	21	i

Carrying on.
SMILES	OX1R antag	CHT PAM
O=C(N1CCCCCC1)N1CCN(S(=O)(=O)c2ccccc2)CC1	-2	i
COc1ccccc1NC(=O)Nc1ncccc1C	-25	i
CN(C)S(=O)(=O)N1CCC(CO)(Cc2cccc(C(F)(F)F)c2)CC1	-25	i
CCC(C)NC(=O)c1cc2cc3ccc(OC)cc3nc2o1 (stereo unspecified)	9	i
CCOC(=O)CC1COCCN1Cc1cn[nH]c1-c1ccc2c(c1)OCO2 (stereo unspecified)	5	i
C=CCNc1scc(-c2ccccc2)[n+]1CC=C	-2	i
C/C(=N\Nc1nc(-c2ccc(C)cc2C)cs1)c1cc2ccccc2oc1=O	-19	i
CC(NC(=O)Nc1ccccc1)C(c1ccccc1)N1CCOCC1 (stereo unspecified)	-2	i
Cc1c(C(=O)N2CCN(CCc3ccccn3)CC2)oc2ccc(Cl)cc12	-37	i
NC1=NN=C(N2N=C(c3ccccc3)CC2(O)C(F)(F)F)n2ncnc2C1 (stereo unspecified)	1	i
CCOc1ccccc1OCCOc1cccc(C(F)(F)F)c1	-32	i
CSCCC(NC(=O)c1ccc([N+](=O)[O-])cc1Cl)C(=O)OCC(=O)N(C)C (stereo unspecified)	2	i
Cc1[nH]c2ccccc2c1C(=O)COC(=O)Cn1c(C(F)(F)F)nc2ccccc21	-7	i
COc1ccc(C(CNC(=O)c2cccc(S(=O)(=O)Nc3ccccc3Cl)c2)N2CCOCC2)cc1 (stereo unspecified)	10	i
CC1CCCCC1NC(=O)CCN1C(=O)C2C3C=CC(C3)C2C1=O (stereo unspecified)	-11	i

Grouped by structure, those above containing an aryl methoxy group
SMILES	OX1R antag	CHT PAM
COc1cccc(N2CCN(C(=S)Nc3ccccc3)CC2)c1	-25	i
COc1ccc(/C=N\NC(=O)/C(=C\Nc2nccc(C)n2)NC(=O)c2ccccc2)cc1	-26	i
COc1ccc(S(=O)(=O)NCCN2CCOCC2)c2ccccc12	-14	i
COc1cc(NS(=O)(=O)c2ccc(NS(=O)(=O)c3ccc(NC(C)=O)cc3)cc2)nc(OC)n1	10	i
COc1cccc(CNC(=O)CCC2CCCN(c3cc(C)nc(N(C)C)n3)C2)c1 (stereo unspecified)	-25	i
COc1ccc(OC)c(Nc2ncnc3c2cnn3-c2cccc(C)c2)c1	21	i
COc1ccccc1NC(=O)Nc1ncccc1C	-25	i
CCC(C)NC(=O)c1cc2cc3ccc(OC)cc3nc2o1 (stereo unspecified)	9	i
COc1ccc(C(CNC(=O)c2cccc(S(=O)(=O)Nc3ccccc3Cl)c2)N2CCOCC2)cc1 (stereo unspecified)	10	i

Carrying on.
SMILES	OX1R antag	CHT PAM
O=C(O)c1ccccc1SCC(=O)N1CCc2ccccc21	12	i
Cc1cccc(NC(=O)CN2C(=O)COc3ccc(Cl)cc32)c1	11	i
O=C1N=C(N2CCC(Cc3ccccc3)CC2)S/C1=C/c1cn[nH]c1-c1ccccc1	-44	i
CN(C)CCCN(CCCN(C)C)C(=S)Nc1ccc(S(=O)(=O)N2CCOCC2)cc1	-6	i
CC(=O)Nc1ccc(S(=O)(=O)N(C)S(=O)(=O)c2ccc(F)cc2)cc1	-3	i
O=c1oc2ccccc2c(Nc2ccccc2)c1[N+](=O)[O-]	-8	i
COc1ccc(S(=O)(=O)N2CCCC2CNC(=O)C(=O)Nc2cccc(F)c2)cc1 (stereo unspecified)	-19	i
Cc1cccc2c(=O)c(C(=O)NCc3ccc(F)cc3)c[nH]c12	-25	i
Cc1ccc(NC(=O)CCn2cnc3ccccc3c2=O)cc1Cl	-27	i
O=C(C1CC1)N1CCC(Oc2cccc(C(=O)N3CCCCC3CCO)c2)CC1 (stereo unspecified)	-13	i
CC(C)c1ccc(NC(=O)C(c2ccccc2)N2CCC3(CC2)OCCO3)cc1 (stereo unspecified)	-35	i
Cn1c(=O)c(C(=O)NNC(=O)c2ccc(Br)cc2)c(O)c2ccccc21	27	i
CC(C)(C)c1ccc(C(=O)NNC(=O)C(=O)N2CCCCC2)cc1	1	i
O=C(CCc1ccccc1)Nc1cccc(-c2nnc(-c3ccco3)o2)c1	-2	i
COc1ccccc1Nc1cc(C(=O)NC2CCCC2)c2ccccc2n1	-41	i
C[C@H]1[C@@H](OC(=O)CCC(=O)O)O[C@@H]2OC3(C)CC[C@H]4[C@H](C)CC[C@@H]1[C@@]24OO3	-4	i
CC(C)CNS(=O)(=O)c1ccc(CCC(=O)NCc2ccco2)cc1	-19	i
Cc1ccc(-c2nc(C#N)c(NCC3CCCO3)o2)cc1 (stereo unspecified)	-18	i
CC[C@@]1(C(=O)OC)N[C@H](CN(C)S(=O)(=O)c2ccc(C(C)(C)C)cc2)[C@@H]2C(=O)N(C)C(=O)[C@@H]21	-39	·
CCCCCC(=O)Nc1ccc(S(=O)(=O)Nc2cc(OC)nc(OC)n2)cc1	·	i
COc1ccccc1C1(CCNS(=O)(=O)c2ccc(C)cc2)CCOC(C(C)C)C1 (stereo unspecified)	-29	i
COc1ccc(-c2cc(C(F)(F)F)n3ncc(C(=O)NCC4CCCO4)c3n2)cc1OC (stereo unspecified)	-14	i
Cc1nnsc1SCCNC(=O)c1c(F)cccc1F	-8	i
Cc1cccc(NC(=S)NCCSc2ccc(Cl)cc2)c1	9	i
Fc1ccc(Cn2nnnc2C(c2cccs2)N2CCN(C3CCCCC3)CC2)cc1 (stereo unspecified)	-32	i
Cc1ccccc1-n1nnnc1SCC(=O)Nc1ccc(N2CCN(C)CC2)cc1	-16	i
CCCCn1c(N)c(N(CCOC)C(=O)C2CCN(S(=O)(=O)c3ccc(C)c(C)c3)CC2)c(=O)[nH]c1=O	-3	i
CS(=O)(=O)N1CCN(C(=O)c2ccc(-c3ccccc3)cc2)CC1	0	i
O=S(=O)(Nc1ccc(-c2ccc3nncn3n2)cc1)c1ccccc1F	-10	i
Cc1nc(-c2cccnc2)sc1C(=O)N/N=C/c1ccccc1Cl	-25	i

Arranged by length of the SMILES (low to high): part of the list above.
SMILES	OX1R antag	CHT PAM
Cc1cccc(NC(=S)NCCSc2ccc(Cl)cc2)c1	9	i
Cc1ccccc1-n1nnnc1SCC(=O)Nc1ccc(N2CCN(C)CC2)cc1	-16	i
CCCCn1c(N)c(N(CCOC)C(=O)C2CCN(S(=O)(=O)c3ccc(C)c(C)c3)CC2)c(=O)[nH]c1=O	-3	i

Next section
SMILES	OX1R antag	CHT PAM
O=[N+]([O-])c1ccc(N2CCN(S(=O)(=O)c3ccccc3)CC2)cc1NCc1ccco1	-9	i
COc1ccc(NS(=O)(=O)c2c(F)cccc2F)cc1S(=O)(=O)N1CCOCC1	-10	·
Cc1cc(C)cc(NC(=O)N2CCN(S(C)(=O)=O)CC2)c1	-7	i
CC(C)CCn1c(N)c(S(=O)(=O)c2cccs2)c2nc3ccccc3nc21	-46	i
CSc1nc2ccc(NS(=O)(=O)c3cccc(Cl)c3Cl)cc2s1	-24	i
CCNCCNC(=O)c1c(O)c2cccc3c2n(c1=O)CCC3	-25	i
COc1ccc(NC(=O)Cn2nc(C)c3ccccc3c2=O)cc1	-8	i
Clc1ccc(OCc2nn3c(-c4ccco4)nnc3s2)c(Cl)c1	-23	i
O=C(COC(=O)CCc1c[nH]c2ccccc12)NCCc1ccccc1	0	i
COc1cc(/C=C(/C#N)C(=O)NCCc2c[nH]c3ccccc23)ccc1OCc1ccccc1F	-23	i
C/C(=N\S(=O)(=O)c1ccc(C)cc1)N(C)C	-1	i
CO[C@H]1[C@@H]2C=CO[C@@H](O[C@H]3O[C@@H](CO)[C@H](O)[C@@H](O)[C@@H]3O)[C@@H]2[C@@]2(CO)O[C@@H]12	0	·
CC(=O)Nc1ccc(NC(=O)c2nccnc2C(=O)O)cn1	-5	i
Cn1c(-c2ccccc2)c(/C=N/NC(=O)c2ccc(O)cc2)c2ccccc21	-6	i
COc1ccccc1-c1cc(C(=O)N2CCN(c3ccccc3)CC2)no1	-34	i
CCCc1cc(C(=O)Nc2ccccc2C(=O)OC)no1	-29	i
O=C(/C=C/c1ccc(Cl)cc1)NC(=S)NN1CCCCC1c1cccnc1 (stereo unspecified)	-30	i
Cc1cc(Nc2ccc(N(C)C)cc2)n2ncnc2n1	-7	i
O=C(O)CCN1C(=O)c2ccc(NC(=O)CSCc3ccccc3)cc2C1=O	-9	i
COC(=O)CN(C#N)c1nc(OC)nc(N(C)C)n1	-5	i
Fc1ccc(Cc2nnc(-c3cccs3)o2)cc1	-11	i
O=C(O)CCCC(=O)N1CCc2cc(S(=O)(=O)N3CCc4ccccc43)ccc21	-2	i
O=C(NCCCN1CCOCC1)c1ccc2c(c1)N(Cc1ccccc1F)C(=O)c1ccccc1S2=O (stereo unspecified)	-18	i
O=C(O)c1cnn2c(C(F)F)cc(C(F)F)nc12	-3	i
C=CCn1c(SCCOc2ccc(OC)cc2)nnc1C(NC(=O)c1ccc(OC)cc1)C(C)C (stereo unspecified)	-34	i
COc1ccc(CC2(CO)CCN(CC3=CC[C@H]4C[C@@H]3C4(C)C)CC2)cc1	-21	i
COc1ccc(OCC(=O)Nc2cc(-c3nn(C)c(=O)c4ccccc34)ccc2OC)cc1	-19	i
O=C(Nc1nc2ccc(S(=O)(=O)N3CCCC3)cc2s1)C1CCCO1 (stereo unspecified)	2	i
O=C(NCc1cccnc1)c1ccc(S(=O)(=O)Nc2ccccc2)cc1	-16	i
NC(=O)C(CC(=O)O)NC(=O)[C@@H]1CCCNc2c(I)cc([N+](=O)[O-])cc2C(=O)N[C@@H](CO)C(=O)N[C@@H](Cc2ccc(O)cc2)C(=O)N1 (stereo partly specified)	-6	i
CC(C)CNC(=O)C(=O)NCCCN1CCOCC1	-4	i
CCOc1cc(C2C(C(=O)OC(C)C)=C(C)NC3=C2C(=O)CCC3)cc([N+](=O)[O-])c1O (stereo unspecified)	-45	i
COCCNC(=O)CCC1CCN(C/C=C/c2ccccc2OC)CC1	-28	i
CN(C)Cc1c(C(=O)N/N=C/c2cccs2)nnn1-c1nonc1N	14	i
CCOC(=O)c1nn(-c2ccccc2)c(=O)cc1OCC(=O)Nc1cccc(OC)c1	-16	i
COCCCNc1nc2c(c(=O)[nH]c(=O)n2C)n1CC(O)COc1cccc(C)c1 (stereo unspecified)	-10	i
